# Screening results: PubChem, National Center for Advancing Translational Sciences (NCATS)
# KinaseGlo FLuc: Kinase-Glo luciferase inhibition (counter-screen). Potency, µM (highest dose often 38.3 µM), for the others: at the highest dose activity change, negative = inhibition, usual class: inhibitors. hit rate 0.28% among 200,000. Kinase-Glo luciferase, ATP luminescence, 8 min; also: potency is read from the fitted curve at half-maximal effect; % is scaled to controls: 0 for no effect and ±100 for the full control effect; nearly all actives have a fitted effect of over 60% in size
#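 Inhibition of Kinase-Glo luciferase light generation was assessed at 10 uM ATP in pH 7.2 imidazole buffer, with luminescence measured after eight minutes at ambient temperature.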
# HttQ103 aggreg: mutant huntingtin aggregation inhibition. AID 1688. Potency, µM (top dose mostly 46.1 µM), for inactives: at the highest dose activity change, negative = inhibition, actives largely listed as inhibitors. PC12 HttQ103-GFP aggregates, Acumen cytometry, 40 h. hit rate 1.1% among 220,000; also: potency is read from the fitted curve at half-maximal effect; % is scaled to controls: 0 for no effect and ±100 for the full control effect; nearly all actives have a fitted effect of over 60% in size
#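 Aggregates are detected as GFP objects 1–25 µm with signal 6 STDEV over background in lysates of induced PC12 cells. These carry Huntingtin exon 1 with 103 glutamines fused to GFP under an ecdysone promoter; compounds titrated.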
# IMPase Li inh: IMPase inhibition in cells with lithium potentiation; CHO-M1 cells, IP1 TR-FRET (IP-One), carbachol + lithium; Potency, µM (doses to about 59.4 µM), for the others: at the top dose activity, negative = IMPase inhibition, most hits filed as inhibitors; hit rate 0.35% among 210,000; AID 1457;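 also: IP1 builds up when IMPase is blocked and the TR-FRET signal falls; potency is read from the fitted curve at half-maximal effect; plate controls were basal vehicle for no effect and high inhibitor control for full effect; nearly all actives have a fitted effect of over 50% in size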
#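 CHO cells stably expressing M1 receptor (2000/well, cultured 16–30 h) treated 30 min at 37C with compound plus low lithium. Cytosolic IP1 by TR-FRET (665/620 ratio and 620 channel) after 10 min lysis; AC50 by Hill fit.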
# Epigenetic reg: regulators of epigenetic silencing causing reporter derepression in mouse cells. murine LDR cells, GFP reporter derepression, 30 h. Potency, µM (highest dose often 53.9 µM), for the others: at the highest dose GFP activation, usual class: activators. hit rate 0.2% among 280,000. AID 1865; also: potency is read from the fitted curve at half-maximal effect; % of control where 0% means no effect; nearly all actives have a fitted effect of over 60% in size
#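 In this reporter-derepression format, murine cells bearing a silenced integrated CMV-GFP locus incubate with test compound (30 h, 37 C), then are washed and imaged; fluorescent objects of 20–120 um count as induced cells.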
# L3MBTL1 inh: L3MBTL1 (human) inhibition | AlphaScreen L3MBTL1–H3K9me1 peptide binding | Potency, µM (doses to about 57.1 µM), inactives show at the highest dose activity, negative = inhibition, hits mostly inhibitors | hit rate 0.66% among 230,000 | AID 485360; also: potency is read from the fitted curve at half-maximal effect; % is scaled to controls: 0 for no effect and ±100 for the full control effect; nearly all actives have a fitted effect of over 60% in size
#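 L3MBTL1 50 nM + b-AHA-H3(1-15)K9me1 75 nM, 30 min RT; compound added, 30 min RT; streptavidin donor/Ni-chelate acceptor beads 10 ug/mL each final, 30 min RT dark; AlphaScreen read.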
# CBFb RUNX1 block: blocks binding between human CBF-beta and RUNX1; 230,000 tested, under 10 active; AID 1477; Potency, µM (doses to about 59.8 µM), for the others: at the top dose activity, negative = inhibition, actives largely listed as inhibitors; AlphaScreen CBFb-His/RUNX1-biotin binding, biochemical; Q01196+Q13951; also: % of control where 0% means no effect
# Target sequence (Q01196 whole entry, looked up): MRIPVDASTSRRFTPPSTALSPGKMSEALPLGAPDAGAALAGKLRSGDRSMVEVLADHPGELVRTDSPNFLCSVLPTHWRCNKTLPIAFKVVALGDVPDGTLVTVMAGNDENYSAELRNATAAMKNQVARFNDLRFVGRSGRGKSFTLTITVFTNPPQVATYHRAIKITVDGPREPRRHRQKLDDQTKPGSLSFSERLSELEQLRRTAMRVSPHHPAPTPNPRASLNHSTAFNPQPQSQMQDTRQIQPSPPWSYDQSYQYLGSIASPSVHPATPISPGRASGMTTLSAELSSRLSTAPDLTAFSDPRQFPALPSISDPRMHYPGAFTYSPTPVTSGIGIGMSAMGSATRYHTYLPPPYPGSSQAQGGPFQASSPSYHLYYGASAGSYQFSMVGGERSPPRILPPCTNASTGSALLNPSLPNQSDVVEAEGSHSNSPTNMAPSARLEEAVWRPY
# Target sequence (Q13951 whole entry, looked up): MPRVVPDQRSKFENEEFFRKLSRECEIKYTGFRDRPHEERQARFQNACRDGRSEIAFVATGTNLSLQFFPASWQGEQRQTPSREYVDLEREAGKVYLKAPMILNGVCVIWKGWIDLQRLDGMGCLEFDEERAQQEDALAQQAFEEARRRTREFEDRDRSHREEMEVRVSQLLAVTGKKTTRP
#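 Read-out: AlphaScreen. Format: His-CBF-beta with biotinylated RUNX1 (30 nM each) preincubated 20 min, compound 15 min, Ni-chelate plus streptavidin beads 90 min; room temperature throughout.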
# NPSR antagonist: antagonists of human neuropeptide S receptor cAMP signaling; Q6W5P4; CHO-NPSR cells, cAMP TR-FRET, antagonist mode; Potency, µM (top dose mostly 38.3 µM), without a hit: at the highest dose activity change, negative = inhibition, usual class: inhibitors; hit rate 1% among 220,000; AID 1461; also: potency is read from the fitted curve at half-maximal effect; % is scaled to controls: 0 for no effect and ±100 for the full control effect; nearly all actives have a fitted effect of over 50% in size; many of its hits are not listed in these tables
# Target sequence (Q6W5P4 whole entry, looked up): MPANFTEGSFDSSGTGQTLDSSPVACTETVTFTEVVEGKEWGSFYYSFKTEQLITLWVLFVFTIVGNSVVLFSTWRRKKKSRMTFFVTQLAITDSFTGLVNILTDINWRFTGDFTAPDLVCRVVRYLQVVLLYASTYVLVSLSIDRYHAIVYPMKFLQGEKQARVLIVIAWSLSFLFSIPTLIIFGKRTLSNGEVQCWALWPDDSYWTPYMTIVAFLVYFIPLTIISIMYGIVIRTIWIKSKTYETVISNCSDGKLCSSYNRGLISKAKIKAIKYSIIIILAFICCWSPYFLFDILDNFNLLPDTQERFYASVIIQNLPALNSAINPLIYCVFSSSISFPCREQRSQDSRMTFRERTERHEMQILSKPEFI
# * hit, by the source's call; ? = inconclusive; . = not tested or not shown; & = joins results of further samples; [ ] = another dose, or the depositor's remark. Calls follow the shape of the dose curve; as a rule, active = well fitted curve in the direction sought with a large enough effect; inconclusive = small, poorly fitted or top-dose-only effect, or another doubt; inactive = no such curve, though single readings can be large; an effect the other way counts as inactive or inconclusive.
(1) CC(NC(=O)c1ccccc1Cl)C(=O)O (stereo unspecified)
(2) O=C1CCCC(O)=C1C=NCc1ccccc1
(3) COc1ccccc1C1=Nn2c(nnc2C2CCCCC2)SC1
(4) CC(O)CNc1nc2c(c(=O)n(Cc3ccc(Cl)c(Cl)c3)c(=O)n2C)n1C (stereo unspecified)
(5) CCOC(=O)CNc1nc(Cl)nc(N2CCCCC2)n1
(6) Cc1nn(C(C)C(=O)NNC(=S)Nc2ccc(F)cc2)c(C)c1[N+](=O)[O-] (stereo unspecified)
(7) CCCn1nnnc1SCC(=O)N1CCCC1
(8) CCOc1ccccc1C1NC(=O)NC(C)=C1C(=O)OC1CCCC1C (stereo unspecified)
(9) Cc1cc(C)cc(N=C2NC(=O)/C(=C/c3cccs3)S2)c1
(10) Cc1ccc2cc(CN(CCN3CCOCC3)C(=O)NCc3ccccc3)c(=O)[nH]c2c1C

assay / entry	1	2	3	4	5	6	7	8	9	10
KinaseGlo FLuc	0%	1%	0%	.	.	3%	0%	2%	1%	-4%
HttQ103 aggreg	0%	18%	-21%	-44%[9.22 µM]	-3%[9.22 µM]	20%	-21%	-15%	3%	16%
IMPase Li inh	0%[38.3 µM]	-5%	21%[38.3 µM]	.	.	-4%[38.3 µM]	15%	23%[38.3 µM]	5%	-15%[38.3 µM]
Epigenetic reg	0.0%	13%	-1.0%	0.6%	-1.0%	0.8%	0.9%	-1.1%	1.0%	0.8%
L3MBTL1 inh	.	-3%	.	-10%	3%	.	1%	-7%	-10%	8%
CBFb RUNX1 block	3%	2%	-1%	1%	1%	0%	12%	3%	-16%	-4%
NPSR antagonist	1%[46.1 µM]	8%	-12%[46.1 µM]	-16%	-2%	-11%[46.1 µM]	-9%[46.1 µM]	-14%[46.1 µM]	-12%	-2%[46.1 µM]

(11) Cc1nnc2c(Oc3ccccc3)nc3ccccc3n12
(12) O=C1CCC([N+](=O)[O-])C(c2cc3c(cc2Cl)OCO3)N1 (stereo unspecified)
(13) Cc1ccc(C)c(CSc2nnc(-c3ccccn3)n2N)c1
(14) CCOC(=O)c1c(NC(=S)Nc2ccc(F)cc2)sc2c1CCC2
(15) CN(C)c1ccc(C2NCCS2)cc1 (stereo unspecified)
(16) Cc1ccc(C(=O)O/N=C(\c2ccccc2)c2ccncc2)cc1
(17) COC(=O)c1cc(=O)n(C2CC2)c(=NC2CC2)s1
(18) O=C(Nc1cccnc1Cl)c1cccc(F)c1
(19) COc1ccc(NC(=O)CSc2nnc(-c3cccs3)n2C)cc1OC
(20) N#C/C(=C\Nc1ccc2c(c1)OCCO2)C(=O)NCc1ccco1

assay / entry	11	12	13	14	15	16	17	18	19	20
KinaseGlo FLuc	1%	2%	4%	-3%	-8%	-1%	-2%	0%	-1%	.
HttQ103 aggreg	5%	21%[9.22 µM]	?	3%	9%	-5%	2%	15%	-2%	-9%[9.22 µM]
IMPase Li inh	0%[38.3 µM]	11%	24%[38.3 µM]	-30%[38.3 µM]	-10%[38.3 µM]	6%	10%[38.3 µM]	-2%	-6%[38.3 µM]	.
Epigenetic reg	-3.4%	1.1%	-8.9%	-1.0%	-1.1%	-0.9%	-1.2%	3.7%	2.4%	1.2%
L3MBTL1 inh	-2%	4%	-18%	.	6%	.	-3%	0%	10%	-12%
CBFb RUNX1 block	2%	3%	-4%	0%	-2%	2%	-2%	3%	3%	-5%
NPSR antagonist	-2%[46.1 µM]	-3%	-3%[46.1 µM]	12%[46.1 µM]	-4%[46.1 µM]	23%	7%[46.1 µM]	3%	9%[46.1 µM]	19%

(21) CCCCn1c(=O)[nH]c(=O)c2c1nc(-c1ccc(-c3ccccc3Br)o1)n2CC
(22) O=C(CCCCn1c(=O)[nH]c2ccsc2c1=O)NCC1CCCO1 (stereo unspecified)
(23) N/C(=N\O)c1ccc(Cl)cc1Cl
(24) Nc1nc2ccccc2nc1N
(25) Clc1ccc(-c2c[n+](Cc3cccc(Cl)c3)c3n2CCC3)cc1
(26) CCOC(=O)c1cc2c(ccn2C)n1CC(=O)N(Cc1ccccc1)c1ccccc1
(27) COc1ccc(-n2c(=O)cc(N3CCN(c4ccccc4OC)CC3)[nH]c2=O)cc1
(28) CC1CN(C(=O)c2cc3cc([N+](=O)[O-])ccc3oc2=O)CC(C)O1 (stereo unspecified)
(29) COc1ccc(Cl)cc1N(CC(=O)N/N=C/c1ccc(OCC(N)=O)cc1)S(C)(=O)=O
(30) O=C1C(Cc2c[nH]c3ccccc23)NC(=S)N1Cc1ccccc1 (stereo unspecified)

assay / entry	21	22	23	24	25	26	27	28	29	30
KinaseGlo FLuc	.	-1%	.	-5%	4%	-3%	-1%	1%	2%	-1%
HttQ103 aggreg	-19%	-12%	-2%[9.22 µM]	-31%	-8%	1%	-14%	7%[9.22 µM]	31%	.
IMPase Li inh	.	26%[38.3 µM]	.	16%	9%	10%	16%[38.3 µM]	7%	-6%	4%
Epigenetic reg	-1.0%	0.0%	1.9%	0.0%	1.0%	0.0%	-1.1%	1.7%	0.8%	3.5%
L3MBTL1 inh	-6%	3%	11%	5%	5%	?	-3%	5%	10%	-9%
CBFb RUNX1 block	1%	3%	1%	?	1%	?	-3%	0%	-9%	6%
NPSR antagonist	-12%[46.1 µM]	0%[46.1 µM]	-23%	-6%[46.1 µM]	-2%	-57%	1%[46.1 µM]	10%	14%	-10%

(31) Cc1ccccc1-n1c(SCC(=O)Nc2ccccc2)nc2nc3c(cc2c1=O)CCCC3
(32) CC(C)(C)OC(=O)N1CCC(CNC(=O)c2ccc(F)cc2F)CC1
(33) [O-]/C(=C(\C(=S)Nc1ccccc1F)[n+]1ccccc1)c1ccc(-c2ccccc2)cc1
(34) COC(=O)c1ccc(C(NC(=O)OCc2ccccc2)/C(C)=C/[C@@H](C)C(=O)NCc2ccc(OC)c(OC)c2)cc1 (stereo partly specified)
(35) CCOC(=O)C1(Cc2ccc(Cl)cc2)CCN(C(=O)C2CCCO2)CC1 (stereo unspecified)
(36) Cn1c(=O)c(=O)n(C)c2cc(S(=O)(=O)N3CCN(c4ccccc4F)CC3)ccc21
(37) CC(C)OC(=O)[C@@H]1CC[C@H](C)[C@@H](CCCC=O)O1
(38) COC(=O)c1c(NC(=O)C(C)C)sc2c1C(C(=O)OC)CC2 (stereo unspecified)
(39) Cc1sc2ncnc(Sc3ccccc3C(=O)Nc3ccccc3Cl)c2c1C
(40) Cc1ccc(Nc2nc(N)nc(CN3CCN(c4ccccc4F)CC3)n2)cc1

assay / entry	31	32	33	34	35	36	37	38	39	40
KinaseGlo FLuc	3%	.	5%	12%	.	3%	5%	-2%	4%	-4%
HttQ103 aggreg	-19%	-4%[9.22 µM]	-3%	-10%	-4%[9.22 µM]	-11%	.	-2%	14%	?
IMPase Li inh	2%	.	-1%	19%	5%	2%	-14%	4%	-8%	-15%[38.3 µM]
Epigenetic reg	0.0%	11%	1.1%	5.1%	-1.2%	2.8%&-0.9%	-0.3%	0.8%	1.0%	1.1%
L3MBTL1 inh	-3%	.	-12%	-2%	11%	-23%	.	-11%	2%	-26%
CBFb RUNX1 block	0%	12%	-3%	-2%[2.36 µM]	8%	-15%	-9%	5%	-3%	-16%
NPSR antagonist	-21%[46.1 µM]	1%	-11%	-15%	7%	-41%	.	-12%[46.1 µM]	-27%	-29%[46.1 µM]

(41) CSc1ccccc1C(=O)NCc1ccc(F)cc1
(42) CCOc1cc(C(C#N)N2CCCCC2)ccc1OC (stereo unspecified)
(43) CC1=C(C(=O)Nc2ccccc2)C(c2ccco2)C(C#N)=C(SCC(N)=O)N1 (stereo unspecified)
(44) O=c1[nH]c2ccccc2nc1-c1ccccc1
(45) Clc1ccc(CSc2nnc(NC3=NCCCCC3)s2)cc1
(46) Nc1ncnc2c1nc(Br)n2C1CC(O)C(CO)O1 (stereo unspecified)
(47) Cc1csc(NC(=O)CSc2nnc(CCNC(=O)c3ccc(Cl)c(Cl)c3)n2C)n1
(48) COC(=O)c1ccc2c(=O)n(CCN3CCOCC3)c(SCC(=O)C(C)(C)C)nc2c1
(49) Cc1ccc(S(=O)(=O)N2CCN(c3ccc([N+](=O)[O-])c(Sc4nncn4C)c3)CC2)cc1
(50) CC(C)(C)c1ccc(C(=O)NC(=S)Nc2sc3c(c2C#N)CCC3)cc1

assay / entry	41	42	43	44	45	46	47	48	49	50
KinaseGlo FLuc	0%	-2%	-3%	.	-5%	-1%	2%	-4%	5%	5%
HttQ103 aggreg	-4%	11%	-2%	-12%[9.22 µM]	-23%	.	23%	-2%	14%	-12%
IMPase Li inh	3%	2%[38.3 µM]	25%[38.3 µM]	.	16%[38.3 µM]	-3%	9%[38.3 µM]	-1%[38.3 µM]	4%	-6%
Epigenetic reg	0.2%	-1.1%	-3.0%	6.0%	1.2%	-1.1%	-1.0%	-1.1%	1.0%	0.0%
L3MBTL1 inh	0%	6%	.	-1%	.	.	.	-1%	-11%	-7%
CBFb RUNX1 block	6%	5%	0%	4%	10%	.	0%	3%	-17%	-5%
NPSR antagonist	2%	2%[46.1 µM]	-20%[46.1 µM]	7%	-22%[46.1 µM]	.	-29%[46.1 µM]	-29%[46.1 µM]	-26%[46.1 µM]	7%

(51) Cc1nn(-c2ccc(Cl)cc2)c(=O)c2c(C)noc12
(52) CCCc1nc2c(sc3nc4c(cc32)COC(C)(C)C4)c(=O)o1
(53) Cc1ccc(C(=O)CSc2nnc(CNc3nc(-c4ccccc4)cs3)n2C)cc1
(54) Cc1ncoc1C(=O)NCc1ccccc1Cl

assay / entry	51	52	53	54
KinaseGlo FLuc	.	1%	-3%	0%
HttQ103 aggreg	-3%[9.22 µM]	9%	?	9%
IMPase Li inh	.	1%	-5%[38.3 µM]	4%[38.3 µM]
Epigenetic reg	-1.0%	3.4%	7.4%	0.0%
L3MBTL1 inh	.	5%	-7%	1%
CBFb RUNX1 block	5%	1%	-14%	-3%
NPSR antagonist	-5%	10%	-17%[46.1 µM]	6%[46.1 µM]

# A portion of the library. The share of hits here may be higher or lower than overall.
